p53ts 32C tox = cytotoxicity in p53ts cells at permissive temperature | AID 924 | hit rate 0.93% among 130,000 | Potency, µM (doses to about 46.1 µM), for inactives: top-dose activity change, negative = cytotoxicity, usual class: cytotoxic | H1299-p53A138V at 32C, ATP luminescence viability, 24 h;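 also: 0% = DMSO and -100% = full killing by reference compound; nearly all actives have a fitted effect of over 55% in size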
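Cells: H1299 p53ts (A138V), 600/well, pre-incubated 16–30 h at 37C. Cpd up to 46 uM, 24 h, 32C. Readout: ATPlite luminescence, 20 min RT. Normalization: DMSO vs tamoxifen 100 uM. AC50 by Hill equation.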
p53ts 39C kill = kills p53ts cells at the nonpermissive temperature | Potency, µM (doses to about 46.1 µM), without a hit: at the highest dose activity change, negative = cell killing, usual class: cytotoxic | H1299-p53A138V viability at 39C, ATP luminescence, 24 h | hit rate 1.5% among 130,000; also: nearly all actives have a fitted effect of over 55% in size
Imprint erasure = genomic imprint erasure induction; mouse ES Peg3-LacZ reporter, beta-gal luminescence, 40 h; Potency, µM (top dose mostly 60.7 µM), for inactives: at the top dose activity change, positive = activation, most hits filed as activators; hit rate 0.02% among 110,000;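 also: 0% = negative control wells on the plate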
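Each well holds 300 Peg3LacZ-Neo (maternal) female ES cells incubated 40 h at 37C, 5% CO2. LacZ is measured by BetaGlo luminescence, with AC50 and maximum efficacy derived from dose-response curves.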
IkB signaling = inhibitors of IkB signaling in ABC-DLBCL cells. hit rate 0.04% among 110,000. ABC-DLBCL IkBa-CBG/CBR dual luciferase ratio, 4 h; response scale: scaled: untreated 0%, proteasome inhibitor 100%. Potency, µM (doses to about 57.1 µM), for the others: top-dose IkBa stabilization activation; active = well fitted curve in the direction sought with a large enough effect in the signal ratio, not every such curve was filed as active; inconclusive = small, poorly fitted or top-dose-only effect, or a change in a side signal; the % refers to the signal ratio;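 also: the direction sought is a rising ratio; 0% = basal untreated cells and 100% = reference inhibitor full response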
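In this assay, an IκBα–CBG68 fusion accumulates when IKK-driven degradation is blocked; native CBR normalizes for cell number. OCI-Ly3 cells were treated 4 h with compound and doxycycline, then green and red light read after Chroma-Glo addition.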
* = called active by the depositor; ? = inconclusive; · = no result given; & = joins results of further samples; [ ] = another dose, or the depositor's remark. Unless noted, calls follow the shape of the dose curve; as a rule, active = well fitted curve in the direction sought with a large enough effect; inconclusive = small, poorly fitted or top-dose-only effect, or another doubt; inactive = no such curve, though single readings can be large; an effect the other way counts as inactive or inconclusive. Unless noted, % is scaled to controls: 0 for no effect and ±100 for the full control effect; potency is read from the fitted curve at half-maximal effect.

Order of values – p53ts 32C tox	p53ts 39C kill	Imprint erasure	IkB signaling
(1) Cc1ccc(C)c(-n2c3nc(=O)[nH]c(=O)c-3cc3c(C)nn(-c4ccccc4)c32)c1
→ 4%	12%	-8%[10.9 µM]	-0.7%
(2) CCC(=O)N1CCc2cc(S(=O)(=O)NCCC(=O)N3CCN(c4ccccn4)CC3)ccc21
→ -1%	7%	-12%	1.1%
(3) CC(C)(C)NC(=O)C(c1ccccn1)N(C(=O)c1ccc2c(c1)OCCO2)C1CCCC1 (stereo not drawn)
→ 6%	4%	6%	3.8%
(4) CC1CCC2C(=O)OC(COc3ccc(C(C)(C)C)cc3)CN2C1c1ccc(Br)cc1 (stereo not drawn)
→ 4%&3%&0%&8%&0%[9.22 µM]	-1%&-3%&-1%&5%&4%[9.22 µM]	·	·
(5) COc1ccc(N(C)C(=O)c2cc3c(s2)-c2ccccc2OC3)cc1
→ -15%	-15%	-6%[10.9 µM]	?
(6) COc1cccc(NS(=O)(=O)c2ccc3[nH]cc(C(=O)NCCc4ccccc4)c(=O)c3c2)c1
→ -10%	31%[activator]	-5%[10.9 µM]	-3.4%
(7) CNc1nc(CC(C)=O)ns1
→ -1%	1%	1%	-0.6%
(8) COc1ccc(/C=C/c2onc(C)c2S(=O)(=O)N2CCC(C(=O)N3CCC(C)CC3)CC2)cc1
→ -1%	5%	-18%[10.9 µM]	-2.2%
(9) COc1cccc(N2CCN(C(=O)Cn3ncc4c3-c3ccccc3OC4)CC2)c1
→ -3%	?	9%[10.9 µM]	?
(10) CCOC(=O)N1CCN(Cc2nc3c(c(=O)n(C)c(=O)n3C)n2Cc2ccccc2)CC1
→ -14%	-18%	-38%[inhibitor]	0.2%
(11) COC(=O)c1cccc(NC(=O)Cc2coc3cc(OC)ccc23)c1
→ -17%	-20%	-10%	?
(12) COc1ccc2c(c1OC)C(=O)OC2CC(=O)c1ccc(O)cc1 (stereo not drawn)
→ -4%	0%	-3%	6.1%
(13) CC(=O)c1ccc(OCC(C)C)c(CN2CCCCC2)c1
→ -18%	6%	-10%	-0.5%
(14) CC(=O)Nc1ccc(C(=O)Nc2ccc(S(=O)(=O)NCC3CCCO3)cc2)cc1 (stereo not drawn)
→ 0%	1%	2%	2.4%
(15) CCCCCCn1c(CN2CCCCC2)nc2c1c(=O)n(C)c(=O)n2C
→ -1%	10%	1%	0.8%
(16) FC(F)(F)c1cc(CN2CCC3(CCNCC3)CC2)cc(C(F)(F)F)c1
→ -15%	-15%	·	-0.9%[11.4 µM]
(17) Cc1cccc(NC(=O)C(=O)NCC(c2cccnc2)N2CCc3ccccc3C2)c1C (stereo not drawn)
→ -13%	-25%	-18%[10.9 µM]	-0.1%
(18) COc1ccc(C)c2sc(N3CCN(C(=O)c4ccco4)CC3)nc12
→ 2%	-15%	4%[10.9 µM]	-0.4%
(19) CCn1c(-c2c[nH]c3ccccc23)n[nH]c1=S
→ 22%	11%	-17%	1.8%
(20) CCN(CC)CCNC(=O)c1ccc(-c2nc(CS(=O)(=O)c3ccc(C)cc3)c(C)o2)cc1
→ -2%	-3%	-13%[10.9 µM]	1.6%
(21) O=C(COc1ccc(F)cc1)OCc1cc(=O)n2nc(C3CC3)sc2n1
→ -1%	-19%	16%[10.9 µM]	2.0%
(22) COc1ccc(Cn2c(C(=O)O)c(CNC3CCCCC3)c3ccc(C)cc32)cc1
→ 3%	-4%	4%[10.9 µM]	2.1%
(23) Cc1ccc(Cn2ccn(Cc3ccc(C)cc3)c(=O)c2=O)cc1
→ -2%	-14%	25%[10.9 µM]	3.3%
(24) COc1ccccc1C1C(C(=O)NCc2ccccc2)=C(C)Nc2ncnn21 (stereo not drawn)
→ 4%	5%	-7%	-0.8%
(25) CCc1nnc(SC(CC)C(=O)Nc2cc(C)ccc2C)c2cc3occc3n12 (stereo not drawn)
→ 3%	-16%	-18%[10.9 µM]	2.0%
(26) CCn1nc(C)c(CCN(C)C(=O)Nc2cc(C)cc(C)c2)c1C
→ -2%	-10%	-8%[10.9 µM]	1.5%
(27) Cc1ccc(N2CCN(S(=O)(=O)N(C)C)CC2)cc1Cl
→ 1%	6%	-6%	-0.4%
(28) O=C(C1CCCN(S(=O)(=O)c2ccc(Br)s2)C1)N1CCN(c2cccc(Cl)c2)CC1 (stereo not drawn)
→ 5%	-13%	-8%[10.9 µM]	?
(29) COc1cc(OC)c2c(C)c(CC(=O)N3CCCCC3)c(=O)oc2c1
→ 11%	4%	-10%[10.9 µM]	-2.3%
(30) CCOC(=O)N1CCN(c2cc(=O)n(-c3ccc(OCC)cc3)c(=O)[nH]2)CC1
→ -2%	-9%	-7%	1.9%

One compound at a time, from the list above. Values in the order: p53ts 32C tox, p53ts 39C kill, Imprint erasure, IkB signaling
Profile of Cc1ccc(C)c(-n2c3nc(=O)[nH]c(=O)c-3cc3c(C)nn(-c4ccccc4)c32)c1 : 4%, 12%, -8%[10.9 µM], -0.7%
Profile of CCC(=O)N1CCc2cc(S(=O)(=O)NCCC(=O)N3CCN(c4ccccn4)CC3)ccc21 : -1%, 7%, -12%, 1.1%
Profile of COc1cccc(N2CCN(C(=O)Cn3ncc4c3-c3ccccc3OC4)CC2)c1 : -3%, ?, 9%[10.9 µM], ?
Profile of COc1cc(OC)c2c(C)c(CC(=O)N3CCCCC3)c(=O)oc2c1 : 11%, 4%, -10%[10.9 µM], -2.3%

The main list resumes with the 3 entries that preceded the break.
Order of values – p53ts 32C tox	p53ts 39C kill	Imprint erasure	IkB signaling
(28) O=C(C1CCCN(S(=O)(=O)c2ccc(Br)s2)C1)N1CCN(c2cccc(Cl)c2)CC1 (stereo not drawn)
→ 5%	-13%	-8%[10.9 µM]	?
(29) COc1cc(OC)c2c(C)c(CC(=O)N3CCCCC3)c(=O)oc2c1
→ 11%	4%	-10%[10.9 µM]	-2.3%
(30) CCOC(=O)N1CCN(c2cc(=O)n(-c3ccc(OCC)cc3)c(=O)[nH]2)CC1
→ -2%	-9%	-7%	1.9%
(31) O=C(O)C1C2C=CC(O2)C1C(=O)NCc1ccc2c(c1)OCO2 (stereo not drawn)
→ 1%	-1%	-18%	1.2%
(32) Cc1c(C#N)c2ccccc2n1CCOc1ccccc1F
→ -12%	2%	-17%	1.5%
(33) Cc1ccc(OCCn2nnc3sc4c(c3c2=O)CCC(C)C4)cc1 (stereo not drawn)
→ 0%	-27%	-9%[10.9 µM]	-1.1%
(34) COc1cc(S(=O)(=O)N2CCOCC2)cc(C(=O)c2nccn2C)c1OC
→ 0%	5%	8%	0.3%
(35) Cc1cc(N2CCC(C)CC2)nc2ccc(NC(=O)Cc3ccccc3Br)cc12
→ -12%	2%	9%[10.9 µM]	?
(36) Cc1ccc(CNC(=O)CCCCCn2c(=O)c3sccc3n(CC(=O)N3CCCCC3C)c2=O)cc1 (stereo not drawn)
→ 2%	0%	-8%[10.9 µM]	0.5%
(37) COc1ccccc1C1C=C(c2ccc(F)cc2)Nc2nc(-c3ccc(Cl)cc3)nn21 (stereo not drawn)
→ 8%	23%	-9%[10.9 µM]	?
(38) COC(=O)NC(NC(=S)Nc1ccc([N+](=O)[O-])cc1)C(Cl)(Cl)Cl (stereo not drawn)
→ -21%	3%	·	·
(39) CCc1ccc(NC(=O)CCn2nc(C)c(S(=O)(=O)N3CCCCC3)c2C)cc1
→ -5%	-15%	-10%[10.9 µM]	?
(40) CCn1cc(C(=O)NCCCOC)c2cc(OC)c(OC)cc2c1=O
→ -17%	-8%	-4%	-0.3%
(41) COCCNC(=O)C(OC(=O)CC1Sc2ccccc2NC1=O)c1ccncc1 (stereo not drawn)
→ 2%	4%	-1%	-1.0%
(42) CCOc1ccccc1NC(=O)Cn1c(=O)n(-c2ccc(Cl)cc2)c(=O)c2oc3ccccc3c21
→ -1%	-3%	-11%[10.9 µM]	0.6%
(43) COCC(C)n1c(C)cc(C(=O)COC(=O)c2nc3nc(C)cc(C)n3n2)c1C (stereo not drawn)
→ 8%	-12%	-3%	0.9%
(44) Nc1nc(Cl)nc2c1ncn2[C@H]1C[C@H](O)[C@@H](CO)O1
→ ?	?	·	·
(45) COc1ccc(Cn2ccn(Cc3cccc(OC)c3)c(=O)c2=O)cc1
→ 31%[activator]	-4%	-10%[10.9 µM]	?
(46) CC(=O)N(CCO)Cc1cc2cc(C)cc(C)c2[nH]c1=O
→ 3%	-8%	-8%	-0.2%
(47) CCCc1cc(=O)oc2cc(OCC(=O)OC)cc(OCC(=O)OC)c12
→ 8%	14%	-10%	2.6%
(48) CCc1ccc(NC(=O)C2CCCN(S(=O)(=O)c3c(C)[nH]c(=O)[nH]c3=O)C2)cc1 (stereo not drawn)
→ 10%	0%	-3%[10.9 µM]	-3.3%
(49) N#Cc1ccc(CSc2nnc(Cc3cccs3)n2Cc2ccco2)cc1
→ 7%	-4%	-5%	1.5%
(50) COCCNc1nc(C)nc2c1nc(-c1ccccc1)n2CC1CCN(C)CC1
→ 5%	-1%	-9%	·
(51) CCOC(=O)C1CSC(Cc2ccc(OCc3ccc([N+](=O)[O-])cc3)cc2)N1 (stereo not drawn)
→ -22%	?	-37%[inhibitor]	·
(52) C/C=C/c1ccc(OCCCCN2C(=O)NC(C)(C)C2=O)c(OC)c1
→ -27%	-9%	2%	-3.9%
(53) COc1ccccc1-c1nnc2sc(-c3ccc(N(C)C)cc3)nn12
→ 8%	9%	-26%	-1.7%
(54) COc1ccc(C2=NOC(C(=O)Nc3cc(C)nn3-c3ccccc3)C2)cc1OC (stereo not drawn)
→ 7%	-7%	-21%	-1.1%
(55) Cc1ccc(CN2CCN(C(=O)C3CCC3)CC2)cc1
→ 8%	9%	-14%	-1.2%
(56) O=C(O)CCNc1ccc2c(c1)OCCO2
→ -5%	-2%	-2%	0.8%
(57) CCN(CC)CCCn1c(-c2ccccc2)nc2c(N(CCOC)CCOC)nc(C)nc21
→ 4%	-2%	-13%	·
(58) O=C(CSc1nc2ccccc2c(=O)n1Cc1ccco1)N1CCCCCC1
→ 18%	18%	-22%	?
(59) Cc1cc(NC(=O)COc2cccc(Oc3ccccc3)c2)no1
→ -17%	-23%	-21%	0.4%
(60) CCOc1cc2[nH]c(=O)n(CCC(=O)N3CCN(c4cccc(Cl)c4)CC3)c(=O)c2cc1OCC
→ 7%	-10%	-7%[10.9 µM]	0.9%
(61) Cc1cc(Br)ccc1NC(=O)CNC(=O)CN1C(=O)NC2(CCCCCC2)C1=O
→ -4%	-11%	-6%	0.3%
(62) CCOC(=O)N1CCN(c2c(NCc3ccccc3OC)c(=O)c2=O)CC1
→ 2%	1%	-14%	0.8%

Screening results from PubChem.
